# Screens from PubChem.
# HRas wt GTP – modulators of GTP binding to HRas wildtype, primary screen, biochemical, bead-based flow cytometry, multiplex; GTPase HRas (Homo sapiens), P01112; GST-Ras wt beads, Bodipy-FL-GTP binding; actives lie on both sides; GTP binding activity, % at 10 µM; 190,000 compounds, 0.14% hits;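 active = GTP binding activity at least 20% away from the 100% baseline, either lowered as inhibitor or raised as activator; inconclusive = flagged as likely green fluorescent, judged across all proteins in the well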;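 also: 0% = unlabeled GTP competition control and 100% = no-compound control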
# Target sequence (P01112 whole entry, looked up): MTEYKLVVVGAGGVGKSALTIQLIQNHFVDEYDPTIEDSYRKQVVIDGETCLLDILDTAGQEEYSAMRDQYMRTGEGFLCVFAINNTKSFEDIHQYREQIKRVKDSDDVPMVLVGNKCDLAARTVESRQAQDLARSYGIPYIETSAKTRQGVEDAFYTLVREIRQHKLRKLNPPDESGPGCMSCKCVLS
# Mcl1 Noxa PPI – Mcl-1/Noxa binding inhibitors, primary screen, biochemical, TR-FRET, 1536-well. Induced myeloid leukemia cell differentiation protein Mcl-1 (Homo sapiens), Q07820. TR-FRET Mcl-1/Noxa peptide binding, 2 h. inhibition, % at 21.7 µM. 220,000 compounds, 1.5% hits;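 active = compounds that cut the protein-peptide binding signal by more than 50% relative to plate controls in a single-dose test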;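 also: His-tagged Mcl-1 with rhodamine Noxa BH3 peptide and terbium anti-His antibody; 0% = Mcl-1 plus Noxa peptide wells and 100% = peptide-only wells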
# Pf gamet viab – late stage P. falciparum gametocyte viability inhibitors, primary screen, ATP luminescence, HTS; inhibition, % at 10.9 µM; 150,000 compounds, 0.065% hits; P. falciparum stage V gametocytes, 24 h;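 active = inhibition above the mean plus 3 SD of compounds within the control limits, set per campaign, cut at about 38% in these data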;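 also: 0% = DMSO wells and 100% = medium only without gametocytes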
# ABCG2 block – ABCG2 efflux pump inhibitors, primary screen, multiplex with ABCB1, IgMXP3 cells, flow cytometry; 190,000 compounds, 0.1% hits; Broad substrate specificity ATP-binding cassette transporter ABCG2 (Homo sapiens), Q9UNQ0; inhibition, % at 6.6 µM; JC-1 efflux; AID 1325, 2008;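 active = inhibition above 80%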;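 also: 0% = DMSO and 100% = nicardipine control wells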
# Target sequence (Q9UNQ0 whole entry, looked up): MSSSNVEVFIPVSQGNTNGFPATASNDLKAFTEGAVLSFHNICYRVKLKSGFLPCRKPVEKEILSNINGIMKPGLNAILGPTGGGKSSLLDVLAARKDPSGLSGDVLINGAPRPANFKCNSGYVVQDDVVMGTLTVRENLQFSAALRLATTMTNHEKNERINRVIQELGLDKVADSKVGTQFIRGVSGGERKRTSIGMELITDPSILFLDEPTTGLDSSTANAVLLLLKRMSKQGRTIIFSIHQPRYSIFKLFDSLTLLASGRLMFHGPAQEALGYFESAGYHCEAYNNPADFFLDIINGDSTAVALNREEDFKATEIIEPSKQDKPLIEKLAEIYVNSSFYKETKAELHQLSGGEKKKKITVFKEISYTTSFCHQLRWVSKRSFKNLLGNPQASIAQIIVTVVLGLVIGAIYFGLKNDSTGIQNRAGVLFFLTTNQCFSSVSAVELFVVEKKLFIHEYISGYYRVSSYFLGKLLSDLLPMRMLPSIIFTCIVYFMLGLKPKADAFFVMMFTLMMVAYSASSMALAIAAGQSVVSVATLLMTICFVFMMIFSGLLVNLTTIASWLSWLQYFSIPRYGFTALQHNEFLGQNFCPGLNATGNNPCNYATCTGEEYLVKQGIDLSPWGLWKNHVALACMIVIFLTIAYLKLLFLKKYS
#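 System: two drug-resistant human cell lines, ABCG2 and ABCB1; controls: nicardipine high and DMSO low controls; times: 10 min exposure at 25 °C with rotation, no wash; detection: flow cytometry of retained JC-1 fluorescence; read-out basis: percent efflux inhibition, scaled nicardipine 100% to DMSO 0%; doses: one concentration, 6.6 µM final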
# Rab7 wt modul – modulators of GTP binding to Rab7, primary screen, biochemical, wildtype, multiplex bead flow cytometry; Rab7 GTPase wild type (dog), Bodipy-FL-GTP binding; GST-Rab7 beads, fluorescent GTP binding; actives lie on both sides; untreated = 100%, excess cold GTP = 0%; GTP binding activity (percent of control), % at 10 µM; 190,000 compounds, 0.055% hits; AID 758, 2007;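 active = fluorescent GTP binding to Rab7 beads changed by at least 20 points from the 100% baseline, either direction, mostly lower; inconclusive = compound itself probably fluorescent, or too few beads counted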;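 also: median green fluorescence of bound Bodipy-FL-GTP per Rab7 bead population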
# Avidin bead fluor – green autofluorescence of compounds with avidin beads – biophysical, 488/530 nm, flow cytometry, artefact control, profiling panel; 220,000 compounds, 0.38% hits; AID 1775, 2009; fluorescence (KMESF) at 10 µM; compound fluorescence 488/530 nm; hits give high values; in the data active = fluorescence above about 47; also: inactives centre near 10
# ABCB1 inh – ABCB1 efflux pump inhibitors, primary screen, cell-based, multiplex, flow cytometry, ABCG2 counter-screen; AID 1326, 2008; 190,000 compounds, 0.067% hits; ATP-dependent translocase ABCB1 (Homo sapiens), P08183; inhibition, % at 6.6 µM; CCRF-Adr cells, JC-1 efflux; in the data active = inhibition above about 40%;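 also: 0% = vehicle and 100% = reference inhibitor; higher value means more JC-1 retained so stronger ABCB1 efflux block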
# Rac1 wt modul – wildtype Rac1 GTP binding modulators, primary screen, biochemical, GST-Rac1 beads, flow cytometry, multiplex | Ras-related C3 botulinum toxin substrate 1 (Homo sapiens), P63000 | fluorescent GTP binding; actives lie on both sides; 0 = cold GTP competed, 100 = untreated | GTP binding activity (% of control), % at 10 µM | 190,000 compounds, 0.27% hits | AID 757, 2007;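 active = GTP binding activity at least 20 points away from the 100% control level, either lower or higher; inconclusive = compound flagged as likely green fluorescent, judged across all proteins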
# Rab2A wt mod – modulators of GTP binding to Rab2A wildtype, primary screen, biochemical, dog, bead-based flow cytometry, multiplex | Ras-related protein Rab-2A (Canis lupus familiaris), P61105 | GST-Rab2 wt beads, Bodipy-GTP binding | AID 760, 2007 | GTP binding activity, % at 10 µM | 190,000 compounds, 0.19% hits;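 active = GTP binding activity at least 20 points away from 100%, either lowered or raised; inconclusive = signal likely due to the compound's own green fluorescence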;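 also: 0% = beads with excess unlabeled GTP and 100% = no-compound control corrected for plate trend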
# Rac1 mut GTP – GTP binding modulators of activated mutant Rac1, primary screen, biochemical, bead-based flow cytometry, multiplex, fluorescent GTP; Ras-related C3 botulinum toxin substrate 1 (Homo sapiens), P63000; GST-Rac1 activated beads; actives lie on both sides; 100% means binding = to untreated wells; percent activity (GTP binding), % at 10 µM; 190,000 compounds, 0.11% hits;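 active = GTP binding at least 20 percentage points away from the 100% baseline, in either direction, so actives lie on both sides; inconclusive = Compound likely fluorescent itself, or too few beads counted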
# Cdc42 wt GTP – modulators of GTP binding to wildtype Cdc42, primary screen, biochemical, multiplex bead flow cytometry, Bodipy-GTP | percent activity (GTP binding), % at 10 µM | 190,000 compounds, 0.2% hits | GST-Cdc42 beads; actives lie on both sides | Cell division control protein 42 homolog (Homo sapiens), P60953;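 active = percent activity GTP binding at least 20 points away from the 100% baseline, either down as inhibitor or up as activator; inconclusive = compound flagged as likely green fluorescent from well-wide comparison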;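 also: median bead fluorescence of bound Bodipy-FL-GTP at 100 nM; 0% = excess unlabeled GTP control and 100% = no compound control; below 100% means less GTP binding so inhibitor and above means activator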
# Active calls of the source: *; u = inconclusive; x = no result given; & = joins results of further samples.
SMILES,HRas wt GTP,Mcl1 Noxa PPI,Pf gamet viab,ABCG2 block,Rab7 wt modul,Avidin bead fluor,ABCB1 inh,Rac1 wt modul,Rab2A wt mod,Rac1 mut GTP,Cdc42 wt GTP
Cc1cc(C)c(C(=O)OCC(=O)NCc2cccs2)c(C)c1,96.0,-15.1,-36.7,-0.8,100.0,12,-0.2,95.0,99.0,94.0,98.0
Cn1c(CCNC(=O)c2ccc(Cl)c(Cl)c2)nnc1SCc1ccc(Cl)c(Cl)c1,u,26.1,x,28.7,u,13,2.9,u,u,u,u
CC1CCC(C(C)C)C(OC(=O)Cn2c(-c3ccccc3)[n+](C)c3ccccc32)C1 (stereo unspecified),101.0,6.7&2.5,-14.7&-3.7,10.1&8.6,102.0,1&18,0.1&0.7,102.0,101.0&100.0,102.0,103.0&102.0
O=[N+]([O-])c1cc2oc3c(c2c(C=NCc2ccccc2)c1O)CCCC3,79.0*,14.0,13.9,9.7,78.0*,7,7.3,73.0*,76.0*,74.0*,74.0*
CC(C)(C)N=C1NC(=NC(C)(C)C)c2ccccc21,103.0,5.2,9.9,1.0,105.0,14,-0.1,102.0,103.0,100.0,101.0
COc1cnc(-c2ccccn2)nc1Oc1ccc(F)cc1F,98.0,15.2,8.3,5.2,104.0,12,0.3,101.0,99.0,95.0,94.0
Cc1ccc(-c2nnn(CC(=O)N(CC3CCCO3)C(C(=O)NCC3CCCO3)c3ccc(F)cc3)n2)o1 (stereo unspecified),102.0,0.6,x,1.1,103.0,7,0.3,105.0,100.0,101.0,103.0
CCOC(=O)N1CCN(C(=O)C2CCN(C(=O)c3cc4sccc4n3CC)CC2)CC1,103.0,2.2,x,-0.4,101.0,9,-2.0,107.0,103.0,99.0,103.0
COc1ccc(N2Cc3cccc(C(=O)O)c3C2=O)cc1,105.0,78.6*,x,0.8,99.0,4,0.1,108.0,102.0,102.0,104.0
CN(C)CCNC(=O)c1ccc(Cl)s1,97.0,7.7,x,-1.9,95.0,7,-0.3,102.0,94.0,97.0,95.0
OCC1CCCN(C(=S)NCCc2ccccc2)C1 (stereo unspecified),99.0,0.7,x,0.8,95.0,8,0.0,100.0,98.0,98.0,99.0
COc1c(C)cc(Br)cc1C(=O)Nc1ccccc1C,100.0,1.6,4.8,1.2,103.0,10,0.2,99.0,100.0,95.0,97.0

# Six of the compounds above, with tabs:
compound	HRas wt GTP	Mcl1 Noxa PPI	Pf gamet viab	ABCG2 block	Rab7 wt modul	Avidin bead fluor	ABCB1 inh	Rac1 wt modul	Rab2A wt mod	Rac1 mut GTP	Cdc42 wt GTP
O=[N+]([O-])c1cc2oc3c(c2c(C=NCc2ccccc2)c1O)CCCC3	79.0*	14.0	13.9	9.7	78.0*	7	7.3	73.0*	76.0*	74.0*	74.0*
CCOC(=O)N1CCN(C(=O)C2CCN(C(=O)c3cc4sccc4n3CC)CC2)CC1	103.0	2.2	x	-0.4	101.0	9	-2.0	107.0	103.0	99.0	103.0
COc1cnc(-c2ccccn2)nc1Oc1ccc(F)cc1F	98.0	15.2	8.3	5.2	104.0	12	0.3	101.0	99.0	95.0	94.0
Cn1c(CCNC(=O)c2ccc(Cl)c(Cl)c2)nnc1SCc1ccc(Cl)c(Cl)c1	u	26.1	x	28.7	u	13	2.9	u	u	u	u
OCC1CCCN(C(=S)NCCc2ccccc2)C1 (stereo unspecified)	99.0	0.7	x	0.8	95.0	8	0.0	100.0	98.0	98.0	99.0
CN(C)CCNC(=O)c1ccc(Cl)s1	97.0	7.7	x	-1.9	95.0	7	-0.3	102.0	94.0	97.0	95.0

# The list goes on:
SMILES,HRas wt GTP,Mcl1 Noxa PPI,Pf gamet viab,ABCG2 block,Rab7 wt modul,Avidin bead fluor,ABCB1 inh,Rac1 wt modul,Rab2A wt mod,Rac1 mut GTP,Cdc42 wt GTP
O=C(NCc1ccc(Cl)cc1)C1CCCN(S(=O)(=O)c2cnc[nH]2)C1 (stereo unspecified),103.0,-19.7,x,1.1,101.0,8,0.1,108.0,103.0,100.0,106.0
O=C(OCc1cccc([N+](=O)[O-])c1)c1cnccn1,97.0,0.5,x,1.4,102.0,9,0.0,99.0,96.0,93.0,95.0
Cc1ncoc1C(=O)N1CCc2c([nH]c3ccccc23)C1C(C)(C)C (stereo unspecified),99.0,2.8,-20.2,6.7,101.0,2,1.2,98.0,98.0,95.0,95.0
CC(=O)N1CCN(Cc2nc3cc(NC(=O)c4ccccc4Cl)ccc3n2C)CC1,99.0,15.0,15.3,1.7,102.0,12,0.5,100.0,99.0,98.0,97.0
CCC(=O)N1CCc2cc(S(=O)(=O)NC(C(=O)NCc3ccc(C)cc3)C(C)C)ccc21 (stereo unspecified),105.0,-11.2,x,1.7,107.0,8,0.1,111.0,106.0,103.0,105.0
CCCc1nc2c(sc3nc4c(cc32)COC(C)(C)C4)c(=O)o1,96.0,7.1,30.0,9.2,94.0,9,1.1,99.0,97.0,96.0,94.0
O=C(CC1(O)C(=O)Nc2ccccc21)c1ccc2c(c1)OCO2 (stereo unspecified),102.0,-0.9,x,14.9,103.0,34,0.8,106.0,104.0,100.0,103.0
Cc1cccc(N(C(=O)c2nsc(Cl)c2Cl)C(C(=O)NC2CCCC2)c2ccc(O)cc2)c1 (stereo unspecified),97.0,-13.8,5.8,13.1,95.0,14,1.3,98.0,95.0,97.0,90.0
CCCC(C(=O)NC1CCCC1)N(CCCN1CCOCC1)C(=O)c1snc(C(N)=O)c1N (stereo unspecified),95.0,-1.6,x,0.6,93.0,32,-0.1,94.0,94.0,93.0,98.0
COc1ccc2nc(NC(=O)C3CCN(S(=O)(=O)c4cnc[nH]4)CC3)sc2c1,98.0,-4.5,x,-7.1,102.0,26,-1.4,103.0,99.0,100.0,101.0
CCOP(=O)(C1=C(O)C(=O)C(C(C)(C)C)=CC1=O)c1ccccc1 (stereo unspecified),95.0,10.8,x,2.2,95.0,20,0.5,99.0,96.0,94.0,97.0
O=C(COc1cccnc1[N+](=O)[O-])NCCc1ccc(Cl)cc1,99.0,22.9,15.2,15.6,105.0,13,1.0,102.0,100.0,98.0,102.0

# This is a random part of the collection; any-hit rate near 2.3%.
